MgcRacGAP inhibition: MgcRacGAP GTPase-activating activity inhibitors, confirmation, biochemical, ADP Hunter fluorescence; MgcRacGAP-stimulated Rac1 GTP hydrolysis, ADP Hunter fluorescence; higher % means a stronger effect; GST-tagged Rac1 F28L mutant substrate; AID 624330; inhibition, % at 30 µM; hits with a dose series show IC50 in µM; 340,000 tested, 0.6% active;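 active means first-screen hits whose inhibition reached a set limit at any dose in the follow-up dose series; inconclusive means inhibition above the set first-screen limit but never retested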;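 further: fluorescence reports GDP produced by GAP-driven GTP hydrolysis; strong numbers were not always called active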
UTI89 phage lysis: protection from phage-mediated lysis, alamar blue read-out – E. coli UTI89, K1F phage, bacterial capsule biogenesis inhibitors (AID 488966) | E. coli UTI89 K1F phage lysis, alamar blue, 2 h; higher % means a stronger effect | one-dose inhibition, % at 100 µM; IC50 in µM for titrated hits | 340,000 tested, 0.02% active;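 active means phage lysis inhibition, versus mean bacterial control, above a set limit; inconclusive means no clear call, values can overlap the other calls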;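 further: capsule biogenesis inhibitors block K1F phage lysis so surviving cells raise fluorescence; higher fluorescence means more inhibition of phage lysis; actives were called in the ten point dose series up to 300 µM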
AID2073: disruptors of CaV2.2 binding to Mint1 – biochemical, HTRF (AID 2073); HTRF protein-protein interaction, Mint1-CaV2.2; higher % means a stronger effect; inhibition, % at 20 µM, or IC50 in µM where a hit was titrated; 290,000 tested, 0.19% active; in the data active means inhibition mostly above about 51%, no sharp cut-off; inconclusive means no clear call, values can overlap the other calls; inactive means mostly below about 53%; further: some results filed as inactive read as strong as hits
RSV antiviral HEp-2: RSV antiviral activity via CPE protection, HEp-2 cells, primary 10 µM value included (AID 2391); HEp-2 cells, RSV-induced CPE inhibition; higher % means a stronger effect; CPE inhibition, % at 10 µM; hits with a dose series show IC50 in µM; 310,000 tested, 0.13% active; in the data active means a potency from the dose series; inconclusive means CPE inhibition mostly from about 23% at the one dose, without a potency; inactive means the rest, 99 in 100 with CPE inhibition below about 21%; further: strong numbers were not always called active
Dengue-2 NS5 capping: Dengue-2 NS5 methyltransferase inhibitors, primary screen, biochemical, confirmation dose response (AID 588689). Dengue-2 NS5 methyltransferase capping enzyme assay, biochemical; higher % means a stronger effect. inhibition, % at 25 µM, or IC50 in µM where a hit was titrated. 340,000 tested, 0.3% active; in the data active means a potency from the dose series; inconclusive means inhibition above about 29% without an active follow-up result
Large T inhibition: TAg ATPase/helicase activity blockers – biochemical (AID 1903) | SV40 large T antigen ATPase/helicase inhibition assay; higher % means a stronger effect | inhibition, % at 20 µM; hits with a dose series show IC50 in µM | 310,000 tested, 0.39% active; in the data active means a potency from the dose series; inconclusive means inhibition mostly from about 32% at the one dose, without a potency; inactive means the rest, 99 in 100 with inhibition below about 32%; further: strong numbers were not always called active
West Nile virus CPE: West Nile virus antiviral activity, cell-based, CPE readout (AID 1621). West Nile virus-infected cells, CPE inhibition; higher % means a stronger effect. CPE inhibition, % at 10 µM, or IC50 in µM where a hit was titrated. 290,000 tested, 0.02% active; in the data active means a potency from the dose series; inconclusive means CPE inhibition mostly from about 3.7% at the one dose, without a potency; inactive means the rest, 99 in 100 with CPE inhibition below about 2.2%; further: strong numbers were not always called active
NTR1 ag: NTR1-driven beta-arrestin-GFP spot formation – imaging, U2OS cells, high content, primary screen (AID 493036); P30989; agonist mode; activation, % at 20 µM; 330,000 tested, 0.17% active;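 active means activation at or above 40% of the spot to cytoplasm intensity ratio, with at least 20 cells analyzed; inconclusive means wells under 20 cells, flagged as cytotoxic or low count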;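 further: 0% = DMSO without peptide and 100% = 100 nM NTR1 peptide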
Target sequence (P30989 whole entry, looked up): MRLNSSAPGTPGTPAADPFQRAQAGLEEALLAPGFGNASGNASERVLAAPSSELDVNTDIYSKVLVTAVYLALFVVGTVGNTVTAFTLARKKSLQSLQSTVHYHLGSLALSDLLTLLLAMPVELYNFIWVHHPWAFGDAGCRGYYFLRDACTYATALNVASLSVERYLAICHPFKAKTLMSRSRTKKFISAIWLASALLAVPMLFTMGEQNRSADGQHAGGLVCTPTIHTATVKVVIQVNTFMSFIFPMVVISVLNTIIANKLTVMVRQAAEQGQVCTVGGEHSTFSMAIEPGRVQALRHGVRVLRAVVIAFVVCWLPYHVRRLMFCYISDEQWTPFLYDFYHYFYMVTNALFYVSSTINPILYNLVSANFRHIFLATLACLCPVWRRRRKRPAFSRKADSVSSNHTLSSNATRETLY
SIAH1 antagonists: blockers of Siah-1 interaction with plectin peptide – biochemical, fluorescence polarization, rhodamine-plectin, uHTS, primary screen (AID 1817); Siah-1 / rhodamine-plectin peptide fluorescence polarization; higher % means a stronger effect; 290,000 tested, 0.02% active; displacement, % at 20 µM, or IC50 in µM where a hit was titrated;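 active means displacement of at least 50% at 20 µM, with a fluorescence ratio check between 0.3 and a set limit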;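 further: plate controls were Siah plus tracer with DMSO for no effect and tracer alone without Siah for full effect; strong numbers were not always called active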
NTR1 ag cell count 20 µM: recorded beside NTR1 ag, whose call it bears; cell count; measured here: cell count, cytotoxicity flag
Dengue-2 NS5 capping pilot replicate: further read-out of Dengue-2 NS5 capping, marked with its call; inhibition, %; measured here: pilot screen replicate inhibition
* hit, by the source's call; ? = inconclusive; / = not tested or not shown; [ ] = dose if it differs, or a comment.

SMILES	MgcRacGAP inhibition	UTI89 phage lysis	AID2073	RSV antiviral HEp-2	Dengue-2 NS5 capping	Large T inhibition	West Nile virus CPE	NTR1 ag	NTR1 ag cell count 20 µM	SIAH1 antagonists	others
CCOC(=O)C1CCN(C=Nc2cc(C)on2)CC1	8%	0.1%	-2%	2.7%	7%	0%	1.4%	2.8	33	3%
CN1CCN(c2ccc(NC(=O)c3cccs3)cc2)CC1	11%	-2.7%	-9%	-1.1%	-2%	15%	0.3%	2.1	49	2%
Cc1cccc(OCc2nnc(SCC(=O)N3CCCC3)n2C)c1	5%	0.8%	-16%	0.0%	-8%	17%	-0.9%	-0.3	54	-1%	Dengue-2 NS5 capping pilot replicate=-6.7
S=C(Nc1cccnc1)N1CCc2ccccc21	3%	0.3%	19%	-1.5%	-8%	12%	-0.6%	-0.2	83	-3%
Cc1cccc(C(=O)N2CCCN(C(=O)c3cccc(C)c3)CC2)c1	2%	0.8%	10%	3.2%	-8%	4%	0.2%	0.6	55	3%
Cc1ccc(SCCC(=O)NC(C)C)cc1	9%	0.0%	-5%	4.9%	-3%	25%	0.1%	-1.9	91	0%
CC1Cc2cc(/C=C3/SC(N4CCC(C(N)=O)CC4)=NC3=O)ccc2O1 (stereo unspecified)	/	/	23%	/	/	6%	0.0%	0.5	53	4%
Cc1cccc(N2CCN(C(=O)Cn3cccc3)CC2)c1C	6%	2.0%	6%	0.7%	-2%	13%	-0.2%	-2.9	72	1%
CCCCC#Cc1cncc(C(=O)NN)c1	2%	-0.2%	7%	/	-7%	12%	-0.6%	0.5	52	-3%
COCCOC(=O)C1=C(C)NC(=O)NC1c1cn(-c2ccccc2)nc1-c1cccs1 (stereo unspecified)	3%	2.4%	1%	-0.2%	0%	9%	0.1%	0.6	35	-4%
CN(CCCC(=O)Nc1ccccc1F)S(=O)(=O)c1ccc(F)cc1	3%	0.2%	25%	1.2%	-17%	7%	0.1%	-1.0	52	0%
COc1ccc(-c2nnc(-c3ccc(Br)o3)o2)cc1OC	1%	1.1%	31%	3.4%	-3%	23%	0.2%	2.9	82	-3%
CCC(Oc1ccccc1)C(=O)NC1C(=O)N2C1SC(C)(C)C2C(=O)O (stereo unspecified)	9%	0.1%	-7%	0.9%	11%	-1%	0.1%	1.6	74	2%
CCc1ccc(C2(C)SC(NC(C)=O)=NN2C(C)=O)cc1 (stereo unspecified)	8%	1.2%	10%	-0.5%	-3%	-4%	0.0%	-1.1	92	2%
O=S(=O)(O)c1nc2ccccc2[nH]1	1%	-0.2%	3%	0.5%	-4%	12%	0.8%	0.5	51	-4%
CCOCc1nnc(NC(=O)C2CC(=O)N(C3CCCC3)C2)s1 (stereo unspecified)	-8%	0.4%	-2%	0.6%	2%	6%	0.1%	0.4	36	1%
Clc1ccc(-c2nnc(SCc3nc4ccccc4[nH]3)o2)c(Cl)c1	8%	3.2%	-2%	0.5%	-8%	14%	-0.3%	1.8	31	-8%
NC(=O)CNCCC(c1ccccc1)c1ccccc1	1%	7.2%	/	-2.2%	1%	12%	/	-1.2	71	/
CC(C)(C)c1ccc(C(=O)NCCC(=O)NNC(=O)COc2ccc(F)cc2)cc1	10%	0.8%[50 µM]	/	/	-7%	/	/	1.3	62	/
C/C(=N\NC(=S)Nc1ccc(F)cc1)c1ccc2c(c1)OCCO2	7%	0.4%	-15%	2.1%	1%	6%	-0.7%	2.3	45	5%
COc1ccccc1C(=O)NCCC(=O)N(C)Cc1cccs1	3%	1.5%[50 µM]	/	0.6%	1%	13%	/	-0.4	63	/
Cc1ccc(NC(=O)CCN2C(=O)NC(C)(C)C2=O)cc1F	7%	1.1%[50 µM]	/	/	-1%	/	/	-1.4	70	/
CC(OC(=O)C1CCN(S(=O)(=O)c2ccc(Cl)cc2)CC1)C(=O)NC1CCCCC1C (stereo unspecified)	2%	-0.2%	0%	3.4%	3%	10%	-0.1%	-0.7	52	-4%
CN(C)CCN(C(=O)c1cccs1)c1nc2cc3c(cc2s1)OCCO3	4%	-0.1%	26%	0.7%	-1%	3%	-0.5%	-1.0	67	3%
CC1CCCCC1NC(=O)c1ccc(S(=O)(=O)NNC(=O)c2ccncc2)cc1 (stereo unspecified)	13%	0.0%	-17%	1.2%	0%	18%	0.3%	0.3	57	-1%
Cc1ccc(SCCC(=O)NCc2ccccn2)cc1	2%	0.1%	-18%	0.7%	-1%	0%	-1.0%	0.2	66	1%
COc1ccc(N2CCN(C(c3cccs3)C(C)NC(=O)c3ccco3)CC2)cc1 (stereo unspecified)	62%	0.0%	-10%	0.5%	-1%	27%	2.3%	2.5	78	-5%
Cc1ccc(N=Cc2c(O)c3ccccc3oc2=O)c(C)c1	5%	0.3%	?	0.8%	-1%	4%	-0.8%	0.0	123	10%
O=C(NCc1ccccc1Cl)c1cnc2n(c1=O)CCS2	8%	-0.4%	?	2.1%	2%	6%	-0.1%	-2.2	98	-5%
COC(=O)c1cc(C)nc(Sc2ccccc2N)n1	/	/	7%	-0.6%	/	18%	-0.3%	0.3	40	6%
Nc1c(C(=O)c2ccccc2)sc2nsc(SCCN3CCCC3)c12	13%	1.4%	-28%	11%	-16%	7%	-0.7%	1.6	48	3%
CCN(CC)CCN1C(=O)C(=O)/C(=C(/O)c2cnn(-c3ccccc3)c2C)C1c1cccnc1 (stereo unspecified)	7%	4.5%	-3%	0.5%	-9%	4%	0.3%	-0.4	85	-2%
CCCCn1c(N)c(N(CCOC)C(=O)C2CC(=O)N(Cc3ccco3)C2)c(=O)[nH]c1=O (stereo unspecified)	4%	0.9%[50 µM]	/	0.6%	-1%	/	/	-1.7	92	/
O=C(COc1ccc(Cl)cc1Br)Nc1nnc(C2CC2)s1	6%	1.0%[50 µM]	/	0.6%	-7%	/	/	5.4	89	/
Cc1cccnc1NC(=O)C1c2ccccc2Oc2ccccc21	-4%	-0.2%[50 µM]	6%	3.0%	-8%	5%	-0.6%	-0.1	60	-6%
COCc1nnc(NC(=O)c2ccc(S(=O)(=O)N3CCOCC3)cc2)o1	8%	0.1%	26%	0.0%	-9%	-3%	0.6%	1.1	50	0%
COc1ccc(N(CC(=O)NCC2CCCO2)S(=O)(=O)c2ccccc2)cc1OC (stereo unspecified)	4%	0.3%	-5%	1.5%	-1%	-1%	-0.2%	-0.1	52	1%
Oc1ccccc1-n1c(-c2ccccc2)ccc1-c1ccccc1	5%	0.0%	5%	1.0%	-4%	4%	-0.1%	51*	90*	-4%
Cc1ccc(-c2nc3ncccn3c2NC(=O)C2CC2)cc1	10%	-0.1%	30%	0.3%	3%	8%	0.0%	1.4	46	2%
CCC(C)C(NC(=O)c1ccccc1NC(=O)c1ccco1)C(=O)O (stereo unspecified)	5%	0.1%	-2%	-1.1%	-7%	3%	2.1%	-2.9	51	3%
C#CCNC(=O)C1=C[C@H](c2cn(C(C)=O)c3ccccc23)C[C@H](OCc2ccc(CO)cc2)O1	0%	-1.0%	7%	-0.4%	-3%	1%	1.5%	-0.2	101	1%
O=C(O)c1cc2ccccc2c(=O)s1	3%	0.9%	-6%	-0.3%	-5%	-3%	-0.2%	-3.2	94	3%
CC(C)=CCc1c(O)cc2c(=O)c3ccc(O)cc3oc2c1O	3%	1.9%	/	4.4%	-3%	14%	0.2%	14	78	/
Cc1onc(-c2c(Cl)cccc2Cl)c1C(=O)c1ccccc1	5%	0.7%	5%	2.1%	-3%	12%	-0.1%	1.0	34	-1%
Cc1cccc(NC(=O)C2(c3cccs3)CCOCC2)n1	7%	1.5%[50 µM]	9%	0.1%	-1%	3%	-0.3%	-0.3	71	10%
Nc1nc(N)nc(-c2ccccc2-c2nc(N)nc(N)n2)n1	/	-0.2%	15%	2.6%	-6%	1%	-0.2%	-0.5	50	-1%
CN1C(=O)CSc2ccc(NC(=O)NCCC3=CCCCC3)cc21	7%	0.2%	-2%	2.6%	-6%	0%	-0.1%	2.0	41	0%
COc1ccc(Cc2nnc(NC(=O)Nc3ccccc3)s2)cc1OC	/	-0.1%	3%	2.3%	-1%	15%	-1.1%	0.3	105	1%
CCOc1ccc2ncc(S(=O)(=O)c3ccccc3)c(N3CCN(c4ccccc4)CC3)c2c1	11%	0.2%	/	4.0%	7%	21%	/	3.3	52	/
O=[N+]([O-])c1ccc(O)c(/C=N/n2c(CO)nc3ccccc32)c1	-1%	0.2%	9%	2.6%	-2%	6%	-0.4%	5.0	59	2%

Molecules listed so far that contain two or more sulfur atoms:
SMILES	MgcRacGAP inhibition	UTI89 phage lysis	AID2073	RSV antiviral HEp-2	Dengue-2 NS5 capping	Large T inhibition	West Nile virus CPE	NTR1 ag	NTR1 ag cell count 20 µM	SIAH1 antagonists	others
CN(C)CCN(C(=O)c1cccs1)c1nc2cc3c(cc2s1)OCCO3	4%	-0.1%	26%	0.7%	-1%	3%	-0.5%	-1.0	67	3%
Nc1c(C(=O)c2ccccc2)sc2nsc(SCCN3CCCC3)c12	13%	1.4%	-28%	11%	-16%	7%	-0.7%	1.6	48	3%

New compounds follow:
SMILES	MgcRacGAP inhibition	UTI89 phage lysis	AID2073	RSV antiviral HEp-2	Dengue-2 NS5 capping	Large T inhibition	West Nile virus CPE	NTR1 ag	NTR1 ag cell count 20 µM	SIAH1 antagonists	others
Cc1cccc(NC(=O)/C(=C\c2cccs2)NC(=O)c2ccccc2)c1	11%	2.7%	6%	0.5%	-1%	1%	-0.4%	1.3	42	-4%
CC(=O)Oc1ccc2c(c1)OC(c1ccccc1)CC21CC(C)(C)NC(=S)N1 (stereo unspecified)	-4%	-0.6%	-15%	/	-3%	1%	/	-0.5	32	0%
Cc1ccc(C)c(N2CCN(S(=O)(=O)c3ccc4c(c3)CC(=O)N4C)CC2)c1	8%	0.6%	17%	5.8%	-5%	26%	0.2%	2.3	49	3%
O=C(O)CCc1ccc(-c2ccc(Br)cc2)o1	4%	-1.3%	41%	2.2%	21%	21%	-0.2%	-0.3	76	5%	Dengue-2 NS5 capping pilot replicate=23
COc1ccc(CCN=C(N)NS(=O)(=O)c2ccccc2)cc1	-5%	14%	-3%	0.3%	-1%	22%	-0.3%	2.2	36	-4%
COc1ccc(NC(=O)Nc2cc(C(C)(C)C)on2)cc1OC	13%	1.5%[50 µM]	0%	4.8%	-8%	-5%	-0.2%	0.0	62	-4%
Cc1ccc(-c2csc(NC(=O)c3c(C)noc3C)n2)cc1C	5%	0.1%[50 µM]	/	2.4%	-10%	/	/	4.6	48	/
CCOc1ccc(NC2CCN(C(C)=O)CC2)cc1	?	0.2%	7%	-0.4%	-1%	?	-0.1%	-1.9	41	-1%
O=C(CC1(CC(=O)N2CCOCC2)CCCC1)Nc1ccc(F)cc1	-13%	3.3%	/	/	0%	/	/	-0.5	43	/
